Dicer inh = inhibitors of human Dicer processing of pre-microRNA | AID 1347074 | cat-ELCCA pre-miR-21 Dicer processing, chemiluminescence; active compounds read high | z-score at 25 µM | Q9UPY3 | 47,000 compounds, 6% hits; in the data active means z-score above about 3, passing the limit was not always enough;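 further: plate controls were vehicle for no effect and no enzyme for full effect; higher signal means more uncleaved substrate so more Dicer inhibition; strong numbers were not always called active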
* = called active by the depositor. An excerpt; rates above refer to the full screens.

structure	Dicer inh
CNS(=O)(=O)c1cc(Cl)ccc1I	-0.55
Cn1cnc(SCC(=O)N2c3ccccc3Sc3ccccc32)n1	-1
O=C(Nc1ccc(Oc2ccc(NC(=O)c3ccccc3Cl)cc2)cc1)c1ccccc1Cl	-0.87
CCc1nc2ccccc2n1CC(O)COc1ccc(Cl)cc1 (configuration not stated)	-0.72
CCCCc1ccc2nc(NC(=O)OC)[nH]c2c1	3.8
CN(CC(=O)Nc1ncn[nH]1)S(=O)(=O)c1ccc(Cl)cc1	0.87
COC1=CC(=C2C=CC(=[N+](C)C)C=C2)Oc2ccccc21	1.4
O=C(Cn1nc(C(F)(F)F)c2c1CCCC2)NCc1cccs1	0.78
CC(C)n1c(Sc2ncc([N+](=O)[O-])s2)nc2cc(Cl)ccc21	-0.09
CCOC(=O)c1c(N)sc2c(OCc3ccccc3)c(Br)ccc12	1.6
CCOC(=O)C(=CNc1ccc(OC(F)(F)F)cc1)C(=O)OCC	-0.22
COC(=O)C1(C(=O)OC)C2C3C4CC5C6C4C2C6C1C53 (configuration not stated)	5.4*
Cc1nc([N+](=O)[O-])cn1CCc1noc(-c2ccc(F)cc2)n1	0.03
Cc1c(Cl)cccc1Nc1n[nH]c(=S)s1	0.45
C/C(=C\c1ccc(/C=C(\C)[N+](=O)[O-])cc1)[N+](=O)[O-]	2.4
c1ccc2c(c1)nc1n2CN(Cc2ccc3c(c2)OCO3)CN1	3.5*
CC(C)S(=O)(=O)c1csc(C(=O)OCC(=O)C(C)(C)C)c1N	-0.27
Cc1nc(C(F)(F)F)ccc1C(=O)NC1CCCc2ccccc21 (configuration not stated)	-3.5
O=S(=O)(NNc1c(Cl)cccc1Cl)c1ccc(Cl)c(Cl)c1	2.1
Cc1ccc(NC(=S)NC(C)(C)C)c(C)c1	13
COC(=O)c1ccc(C2C(C(=O)OC3CCCC3)=C(C)NC3=C2C(=O)CCC3)cc1 (configuration not stated)	0.29
CC(C)n1c(CN2CCOCC2)nc2c1c(=O)n(C)c(=O)n2C	-1.5
O=C(NCC1CN(Cc2ccccc2)CCO1)c1ccc(N2CCOCC2)nc1 (configuration not stated)	-1
Cc1ccc(/C(O)=C2/C(=O)C(=O)N(CC(C)O)C2c2ccc(C(C)C)cc2)cc1 (configuration not stated)	6.7
CC1=C(C(=O)OCCc2ccccc2)C(c2coc3ccc(Cl)cc3c2=O)C2=C(CCCC2=O)N1 (configuration not stated)	-0.07
S=C(Nc1ccc(Cl)cc1Cl)NC(Cn1ccnc1)c1ccccc1 (configuration not stated)	1.5
Cc1ccc(NC(=O)c2c(F)cccc2Cl)c(C(=O)Nc2ccc(F)cc2)c1	-0.18
O=C1C=Cc2ccc(N3CCOCC3)c3cccc1c23	1.8
O=C(NC(=O)c1c(Cl)cccc1Cl)ON(Cc1ccc(Cl)cc1)Cc1ccc(Cl)cc1	2.6
C[C@H](Nc1ncnc2sc3c(c12)CCCC3)c1ccccc1	-1
COC(=O)c1cnc(N2CCCN(C(=O)NC3CCCCC3)CC2)nc1C(F)(F)F	-0.81
N#Cc1c[nH]n2c(=O)c3c(nc12)CCCC3	0.73
Cc1nn(C)cc1NC(=O)c1cc2n(n1)C(C(F)(F)F)CC(c1ccco1)N2 (configuration not stated)	0.81
COC(=O)C1=C(Nc2ccc(F)c(Cl)c2)CSC1	-1.7
CCOC(=O)CN(C=NC#N)c1ccc(OC)cc1	-1.6
COc1cccc2c1C(=O)c1c(O)c3c(c(O)c1C2=O)C[C@@](O)(C(=O)CO)C[C@@H]3O[C@H]1C[C@H](N)[C@H](O)[C@H](C)O1	0.02
COc1cc(NC(=O)c2ncc(C(F)(F)F)cc2Cl)c(C(=O)O)cc1OC	-1.3
CCCc1[nH]nc2c1C(c1ccc(OC(=O)N3CCOCC3)c(OC)c1)C(C#N)=C(N)O2 (configuration not stated)	-1.4
C#CCN1C(=O)C(O)(CC(=O)c2ccc(C)cc2)c2cc(Br)ccc21 (configuration not stated)	1.2
O=C(Nc1cccc(C(F)(F)F)c1)c1cncc(C#Cc2ccccc2)c1	-2.4
CCCOc1ccc(C2C(C(=O)OC)=C(C)NC3=C2C(=O)CC(C)(C)C3)cc1OC (configuration not stated)	-0.06
Cc1cc2c(cc1C)CSC(C)(c1ccccc1)SC2	0.16
Cc1nn2c3c(cnc2c1-c1ccccc1)C(=O)CC(c1ccccc1)C3 (configuration not stated)	4.6
C#CCSc1n[nH]c(-c2cc(Cl)cc(Cl)c2)n1	-1.3
O=[N+]([O-])c1cc(C(F)(F)F)ccc1Sc1n[nH]c(-c2cc(Cl)cc(Cl)c2)n1	2.2
O=C(Nc1nccs1)c1ccc2noc(-c3ccccc3)c2c1	-2.1
O=C(Nc1c(C(=O)c2ccccc2)oc2ccccc12)c1ccc(F)cc1	-0.6
O=c1[nH]cc(F)c(=O)[nH]1	1.4
C#CC1(NC(=O)NC(=O)c2ccc(F)c(Cl)c2)CCCCC1	-0.74
Cc1ccc2oc(=O)n(Cc3ccc(OC(C)C)cc3)c2c1	3.2*

Random excerpt: 2 compounds from above.
structure	Dicer inh
O=[N+]([O-])c1cc(C(F)(F)F)ccc1Sc1n[nH]c(-c2cc(Cl)cc(Cl)c2)n1	2.2
COC(=O)c1cnc(N2CCCN(C(=O)NC3CCCCC3)CC2)nc1C(F)(F)F	-0.81

New compounds follow:
structure	Dicer inh
Cc1nc2sc(C(=O)c3ccc(Br)cc3)c(N)c2c(C)c1C	1.8
Cc1c(Br)sc2sc(-c3ccnc(SCC(=O)NC(C)C)n3)c(C)c12	1.6
CC(C)(C)NS(=O)(=O)c1sc(Br)cc1Br	0.97
Cc1ccc(S(=O)(=O)NCC(O)Cn2c3ccccc3c3ccccc32)cc1 (configuration not stated)	1.6
Cc1c2c(=O)n(-c3nc4ccccc4s3)[nH]c2cc(=O)n1Cc1ccc(C(=O)O)cc1	27*
COc1ccc(-c2nc(-c3ccc(Cl)cc3)c(-c3ccccc3)s2)cc1	2.5
Cc1ccc(-c2cc3nccc(-c4cc(C)ccc4O)n3n2)cc1	-2
Cc1cc(=O)[nH]c2c1c(C)nn2C(C)(C)C	0.39
O=C(CSc1nnc(-c2ccco2)n1-c1ccc(OCc2ccccc2)cc1)c1ccccc1	-0.72
CCN1CCN(Cc2ccc3cccnc3c2O)CC1	-1.2
O=C(OCCN1C(=O)C2C3c4ccccc4C(c4ccccc43)C2C1=O)c1ccccc1 (configuration not stated)	1.2
COC(=O)CS(=O)(=O)c1ccc(C(F)(F)F)cn1	3.4*
CCOC(=O)NC(=O)c1cn(Nc2cccc(C(F)(F)F)n2)c(=O)[nH]c1=O	-0.74
O=C(NCC1CCCO1)Nc1ccccc1 (configuration not stated)	1.4
O=C(O)c1ccc(OCC(O)Cn2cnc3ccccc32)cc1 (configuration not stated)	-1.2
Cc1onc(-c2ccccc2)c1NC(=O)Nc1c(Cl)cccc1Cl	2
CCN(CC)C(=S)Oc1ccc([N+](=O)[O-])cc1	0.48
COc1ccc(C2C(C#N)=C(N)Oc3c2sc2ccccc32)cc1OC (configuration not stated)	0.06
Cn1c(=O)c([N+](=O)[O-])c(O)c2ccccc21	1.5
N#Cc1cc(-c2nc3ccccc3[nH]2)c(N)n2c1nc1ccccc12	2
CCOC(=O)Cc1csc(NC(=O)CC(C)(C)CC(=O)O)n1	-1.3
Cc1cccc(-c2c3c(=O)n(C)c(=O)n(C)c3c3c(-c4ccccc4)cc(C)nn23)c1	-0.39
O=c1cc(-c2ccccc2)nc(Cc2c(Cl)cccc2Cl)[nH]1	0.46
C=CCOC(=O)c1sc(N2C(=O)c3oc4ccccc4c(=O)c3C2c2ccc(OC)cc2)nc1C (configuration not stated)	0.21
Cc1cccc(C)c1N=C1SCCS1	2
COc1ccc(/C(O)=C2\C(=O)C(=O)N(CCN3CCOCC3)C2c2ccc(OC)cc2)cc1 (configuration not stated)	1.1
CCn1nc(C)cc1-c1n[nH]c(=S)n1-c1cccc(C(F)(F)F)c1	-0.19
COc1ccc(C2/C(=C(\O)c3ccc(Cl)cc3)C(=O)C(=O)N2Cc2cccnc2)cc1OC (configuration not stated)	11
CC(C)C(C(=O)O)N1C(=O)NC2NC(=O)NC21 (configuration not stated)	1.6
O=S(=O)(NNc1cnc2ccccc2n1)c1ccccc1C(F)(F)F	0.49
Cc1cccc(C(=O)/C=C\Nc2ccc(Cl)cn2)c1	-0.04
O=C(C1=C(O)C(=O)N(Cc2cccnc2)C1c1cccnc1)c1ccco1 (configuration not stated)	0.21
Cc1nnsc1C(=O)ON=C1CCCCCCCCCCC1	-0.93
CN1CCc2c(sc3c2C(=O)NC(c2cccc(Br)c2)N3)C1 (configuration not stated)	0.48
COc1ccc(-c2nc(C#N)c(NCc3ccc4c(c3)OCO4)o2)cc1	0.63
CC(=O)C(C)(C)OC(=O)NCCc1ccc(Cl)cc1	7.2*
CC(=O)OCCS(=O)(=O)c1ccc(C(F)(F)F)cn1	-0.79
Cn1c(=O)c2c(O)c(C=NCc3ccccc3)c(=O)n(-c3ccccc3)c2n(C)c1=O	0.07
Cc1cc(C)cc(NC(=O)N(C)Cc2ccccc2)c1	-0.81
COC(=O)/C=C1/OC(c2ccc(OC)cc2)=CC1=O	-0.46
COc1cccc(C(=O)Nc2nnc(C(F)(F)C(F)(F)C(F)(F)F)s2)c1	-1.1
N#CC(Nc1cc(C(F)(F)F)cc(C(F)(F)F)c1)c1ccccc1 (configuration not stated)	1.1
Cc1ccc(S(=O)(=O)c2ccc(Cl)c(N)c2)cc1	-0.36
Cn1c(=O)n(C)c2cc(CNc3ccc(N4CCOCC4)c(C(=O)O)c3)ccc21	2.5
CCCCOC(=O)CSc1n[nH]c(=O)[nH]c1=O	-0.57
Clc1ccc(-c2csc(-c3ccc(-n4cncn4)nc3)n2)cc1	-0.49
O=C(CSc1nccc(-c2cccs2)n1)Nc1ccc(Oc2ccc(Cl)cc2Cl)cc1	0.63
C[C@H](CCC(=O)O)C1CC[C@H]2C3CCC4C[C@H](O)CCC4(C)C3C[C@H](O)C12C (some centres not stated)	0.37
c1ccc2c(c1)NC(c1ccc3c(c1)OCCO3)n1cccc1-2 (configuration not stated)	2.6
Cc1cc(C)c2oc(-c3ccc(C)c(NC(=O)C(C)C)c3)nc2c1	0.37

A different layout for 4 compounds above:
> COc1ccc(/C(O)=C2\C(=O)C(=O)N(CCN3CCOCC3)C2c2ccc(OC)cc2)cc1 (configuration not stated)
- Dicer inh = 1.1

> O=C(C1=C(O)C(=O)N(Cc2cccnc2)C1c1cccnc1)c1ccco1 (configuration not stated)
- Dicer inh = 0.21

> C[C@H](CCC(=O)O)C1CC[C@H]2C3CCC4C[C@H](O)CCC4(C)C3C[C@H](O)C12C (some centres not stated)
- Dicer inh = 0.37

> CC(=O)C(C)(C)OC(=O)NCCc1ccc(Cl)cc1
- Dicer inh = 7.2*

Carrying on.
structure	Dicer inh
COC(=O)n1c(=O)oc2cc(Cl)ccc21	1.4
CC[C@H](C)[C@H](NC(=O)OCC1c2ccccc2-c2ccccc21)C(=O)O	0.52
Cc1nnc(Sc2nc3ccc(Cl)cc3s2)n1-c1ccc2c(c1)OCCO2	1.9
CCOC(=O)c1c(NC(=S)N2CCN(c3ccccc3)CC2)sc2c1CCCC2	-2.6
C/C(=C1\SC(=S)NC1=O)c1cccc([N+](=O)[O-])c1	-0.5
Cc1nc(-n2ncc(C#N)c2N)c2c3c(sc2n1)CCC3	-0.27
CCOC(=O)CS/C(Nc1ccccc1C(F)(F)F)=C(/C#N)C(=O)OCC	-0.32
O=C(NCc1ccc(S(=O)(=O)Nc2ccc(N3CCCCC3)cc2)s1)c1ccc(Cl)cc1	7.2
CCOC(=O)c1c(C)[nH]c(C(=O)O)c1C	-0.96
CC(C)N(Cc1c(O)ccc2c(=O)c(-c3ccc(Cl)cc3)coc12)C(C)C	-0.23
O=C(c1ccco1)c1cn(CCOc2ccc(Cl)cc2)c2ccccc12	-0.39
O=[N+]([O-])c1ccc(/C=N/Nc2nc3c(Cl)cc(Cl)cc3s2)s1	1.3
COC(=O)C(CCSC)NC(=O)c1cc2c(n(-c3ccccc3)c1=O)CCCC2=O (configuration not stated)	2.1
COC(=O)c1cccc(COC(=O)CCc2nc3ccccc3[nH]c2=O)c1	1.9
COC(=O)COc1ccc2c(=O)c(Oc3ccc(F)cc3)c(C)oc2c1	0.1
O=C(O)c1ccc2c(c1)[C@@H]1C=CC[C@@H]1[C@H](c1ccccc1Br)N2	3.1*
C/C(Cc1nnn(-c2cc(C)on2)n1)=N\OS(=O)(=O)c1ccc(Cl)cc1	-1
CCOC(=O)c1c(NS(=O)(=O)c2ccc(OC)c(Br)c2)sc2c1CCCC2	-2.1
CC1=C(C(=O)OCCc2ccccc2)C(c2ccncc2)C2=C(CCCC2=O)N1 (configuration not stated)	1.6
COc1cccc(OC)c1C(=O)Oc1ccc2c(=O)c(-c3ccccc3Cl)coc2c1	-2
FC(F)(F)c1[nH]ncc1-c1ccccc1	1.1
CCOC(=O)C1CCN(c2ncnc3scc(C)c23)CC1	0.16
O=C(CCSc1nc(-c2ccc3c(c2)OCO3)cc(C(F)(F)F)n1)N1CCCC1	0.35
Cc1nn(-c2ccccc2)nc1C(=O)ONC(=O)Cc1ccccc1	3
Cc1nn(-c2cccc(C(F)(F)F)c2)c(=O)c2nc(-c3ccccc3)sc12	-0.34
O=C(CC1C(=O)NCCN1C(=O)c1ccccc1)Nc1ccc(F)cc1 (configuration not stated)	2.9
O=C(O)c1ccc(-c2nnn(Cc3ccc(F)cc3)n2)cc1	2.4
COc1ccc(N2CC(C)Cn3c2nc2c3c(=O)n(CC(=O)O)c(=O)n2C)cc1 (configuration not stated)	0.14
CCOC(=O)c1cc(C(C)(C)C)n(CCCNC(=O)OC(C)(C)C)c1C	-1.4
CC(C)N1CCC(=O)N(c2ccc(C(C)(C)C)cc2)C1=O	0.69

High-throughput results (PubChem)
